# DENV2 CPE – DENV2-induced cell death inhibition | CPE inhibition, % at 9.99 µM | DENV2-infected cells, cytopathic effect rescue, plate reader | 350,000 compounds, 1.7% hits | AID 651640; in the data active means CPE inhibition above about 20%, passing the limit was not always enough; inconclusive means no clear call, values can overlap the other calls; tested in BHK-21 cells;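 further: 0% = median of neutral control wells and 100% = median of positive control wells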
# PAX8 inh HTS – inhibitors of PAX8 transcriptional activity in RMG-I cells. RMG-I TPO-luciferase reporter, SteadyGlo, 24 h. inhibition, % at 12.6 µM. 360,000 compounds, 1.2% hits. AID 652154;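 active means mean replicate inhibition at least 60% with every replicate also reaching 60%; inconclusive means only one of the two criteria is met; inactive means mean below 60% and not all replicates reaching 60%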;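 further: luciferase light reporting Pax8 driven TPO promoter activity; plate controls were median of neutral control wells for no effect and mitoxantrone controls for full effect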
# F508del corr – correctors of CFTR F508del function in bronchial epithelial cells | activity (quench increase), % at 7.58 µM | AID 720511 | 350,000 compounds, 0.36% hits | CFBE cells, YFP halide quenching; stimulated with forskolin plus potentiator P3; % fluorescence drop versus neutral controls;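 active means mean added fluorescence quench of at least 8% versus neutral control, with both replicates also reaching 8%; inconclusive means only one of the mean or replicate conditions met; inactive means mean below 8% and not both replicates reaching 8%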;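 further: cells transiently co-express mutant CFTR-F508del with the halide-sensitive YFP; corrector assay measuring rescue of mutant channel to the surface after 24 h compound exposure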
# GSIS activator – GLuc luminescence reporter in INS-1E cells, primary screen for activators of glucose-dependent secretion of insulin | 370,000 compounds, 0.61% hits | INS-1E GLuc reporter insulin secretion, 2-3 h | AID 743287 | activation, % at 16.6 µM;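 active means lowest replicate activation of at least 40%, so every replicate reaches that level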;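 further: 0% = median of neutral control wells and 100% = median of IBMX positive control wells; some compounds called inactive have numbers as strong as hits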
# EWS-Fli block – blocks EWS/Fli oncoprotein-driven transcription; A673 NR0B1-luciferase reporter, viability-normalised; inhibition, % at 12.6 µM; 350,000 compounds, 0.67% hits;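 active means mean inhibition of at least 50% after viability correction, with every replicate also passing that limit; inconclusive means mean reaches 50% but only one of two replicates passes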;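 further: firefly luciferase signal divided by Alamar Blue viability fluorescence both relative to DMSO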
# Xi reactivation – X-chromosome reactivation activator | activation, % at 7.58 µM | XiGFP mouse fibroblasts, % GFP-positive cells imaging, 3 d; cells co-treated with 5-aza-dC sensitizer; scaled so ellipticine positive control = 100% | 360,000 compounds, 0.055% hits;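 active means mean normalized replicate activation at least 10% and every replicate at or above 10%; inconclusive means only one of the two criteria met; inactive means mean below 10% and not all replicates reach 10%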;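 further: 0% = median of on-plate neutral control wells and 100% = ellipticine 6 µM median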
#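 Assay system: SV40-immortalized XiGFP fibroblast cells, line 68-5-11; buffer or medium: DMEM plus 5-aza-dC sensitizer; compound: one concentration, pinned; timing: compounds 3 days, fix/stain 15 min at room temperature; benchmarks: positive control ellipticine, 6 µM final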
# ARNT TACC3 PPI – disruptors of human ARNT/TACC3 interaction; AlphaScreen His-ARNT PAS-B/GST-TACC3 binding, luminescence; TACC3 fragment carries E629A point mutation; inhibition, % at 9.99 µM; 390,000 compounds, 0.66% hits; AID 623870;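 active means mean inhibition of replicates at least 50% and at least half of replicates each reaching 50%; inconclusive means half or more replicates reach 50% but mean below 50%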;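 further: 0% = complete ARNT plus TACC3 wells and 100% = ARNT alone without TACC3; many hits fall short of the cut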
# ERp5 inh – inhibitors of human ERp5. Q15084. ERp5 insulin aggregation, absorbance 650 nm, 90 min. inhibition, % at 9.99 µM. 350,000 compounds, 0.05% hits;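 active means mean replicate inhibition above about 25%, with every replicate also reaching it, limit read from the data, passing the limit was not always enough; inconclusive means only one of those two criteria met; inactive means neither criterion met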
# Target sequence (Q15084 whole entry, looked up): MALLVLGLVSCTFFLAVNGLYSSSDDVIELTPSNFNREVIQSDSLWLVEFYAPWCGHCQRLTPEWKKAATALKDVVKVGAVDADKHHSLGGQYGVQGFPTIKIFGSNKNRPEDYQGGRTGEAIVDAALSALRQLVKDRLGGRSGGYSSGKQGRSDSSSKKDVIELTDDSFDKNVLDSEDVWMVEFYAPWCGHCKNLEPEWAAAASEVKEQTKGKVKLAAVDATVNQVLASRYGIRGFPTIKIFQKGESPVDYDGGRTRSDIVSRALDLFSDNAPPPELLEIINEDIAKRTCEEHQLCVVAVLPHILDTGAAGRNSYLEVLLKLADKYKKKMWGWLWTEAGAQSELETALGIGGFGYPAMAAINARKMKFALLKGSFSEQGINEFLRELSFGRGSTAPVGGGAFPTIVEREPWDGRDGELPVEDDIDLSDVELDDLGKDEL
# * = called active by the depositor; ? = inconclusive; · = not tested or not shown; & = joins results of further samples.
SMILES,DENV2 CPE,PAX8 inh HTS,F508del corr,GSIS activator,EWS-Fli block,Xi reactivation,ARNT TACC3 PPI,ERp5 inh
Cc1cc(=O)oc2cc(OCC(=O)N3CCN(C(=O)C4COc5ccccc5O4)CC3)ccc12 (stereo not drawn),-12.4,4.6,1.0,-19.6,·,0.0,3.3,3.2
C[C@@H]1CN([C@@H](C)CO)C(=O)c2cc(NC(=O)Cc3cn(C)c4ccccc34)ccc2O[C@H]1CN(C)Cc1ccc(Cl)c(Cl)c1,-7.1,·,5.8,0.3,9.7,-0.5,14.8,0.0
Cc1ccc(CN(Cc2ccc(C)o2)C(=S)NCC(=O)O)cc1,·,12.9,·,10.8,·,0.0,0.8,·
Cn1c(Cn2c(=O)sc3ccccc32)nnc1SCC(=O)N1CCc2ccccc21,-1.4,20.0,1.7,-0.2,-13.1,0.3,·,5.3
CC[C@]12c3[nH]c4cc(-c5ccco5)ccc4c3CCN1C(=O)[C@@H](CC(=O)NCCc1ccccn1)C[C@@H]2C(=O)N1CCN(C(=O)c2ccco2)CC1,-3.8,0.6,-1.4,7.9,0.6,0.1,2.9,-9.3
COC(=O)COc1ccsc1C(=O)OC,-1.7,·,-0.8,2.4,-2.1,·,-1.4,2.0
COc1ccc(C2(c3ccc(OC)cc3)NC(=O)NC2=O)cc1,-2.0,-3.0,-0.8,-13.1,1.1,·,2.9,-9.7
CCCCn1c(N)c(N(C)C(=O)c2ccc(-n3cccn3)cc2)c(=O)[nH]c1=O,-3.9,8.7,0.4,16.1,0.6,0.3,·,5.0
Brc1cccc(-c2nnc3n2CCC3)c1,-5.8,·,-0.3,26.2,3.4,·,3.4,-4.8
CSc1ccccc1C(=O)N1CCC(n2nccc2NC(=O)C(C)(C)C)CC1,-1.1,·,-0.2,·,3.5,-0.1,-8.5,-0.8
Cc1noc(C)c1NC(=O)N(C)C[C@H]1Oc2ccc(NC(=O)Cc3cn(C)c4ccccc34)cc2CC(=O)N([C@@H](C)CO)C[C@H]1C,6.8,-17.8,-0.5,1.4,-12.7,0.0,-5.8,-6.1
C=CCOc1ccc(/C=N/NC(=O)C(C)Sc2ccccn2)cc1OC (stereo not drawn),-3.3,8.3,0.3,30.2,11.4,0.2,1.3,-3.8
CC(CN1CCCCC1)NC(=O)c1cccs1 (stereo not drawn),0.1,-12.5,3.4,6.5,8.6,0.0,-28.9,0.5
Cc1cc(NC(=O)CCC(=O)N(c2ccc(C)c(F)c2)C(C(=O)NC2CCCC2)c2ccco2)no1 (stereo not drawn),-6.8,-3.1,0.5,-21.6,-10.9,0.1,29.1,4.0
N#C[C@H]1[C@@H](c2ccc(C#Cc3ccccc3F)cc2)[C@H](CO)N1C(=O)C1CC1,2.7,0.0,-1.4,-3.5,-0.7,0.4,11.6,0.3
N#C[C@@H]1[C@H](c2ccc(C#CCC3CCCC3)cc2)[C@@H](CO)N1C(=O)c1ccccn1,-14.0,-15.2,4.3,-11.7,-9.8,0.0,-41.8,0.7
O=C1CCNCCN1[C@H](CO)Cc1ccccc1,-9.6,1.9,2.5,7.0,5.9,0.0,3.3,3.4
CCc1ccccc1NC(=O)Nn1cnnc1,-3.5,·,2.6,6.1,-3.1,0.0,0.2,0.6
C[C@@H]1CN([C@@H](C)CO)C(=O)c2cc(NC(=O)CCN3CCOCC3)ccc2O[C@@H]1CN(C)S(=O)(=O)c1ccccc1,6.1,2.6,-1.4,21.6,0.0,-0.9,1.5,0.4
CSC(C1CCCC1)n1nnc2ccccc21 (stereo not drawn),-1.0,0.8,-1.8,11.3,-9.9,-0.2,-1.1,-3.2
Cc1ccc(-n2ncc3c(=O)[nH]c(SC(C)C)nc32)cc1,11.6,11.8,-2.0,10.5,12.8,-0.1,-27.0,-5.3
COc1cc2c(cc1OC)CN(C(=O)c1ccc3[nH]c(C)c(C)c3c1)CC2,17.4,·,0.8,11.6,0.6,·,-9.7,-2.2
CCN1[C@@H]2c3ccc(-c4ccccc4)c(=O)n3C[C@@H]2[C@@H](CO)[C@@H]1C(=O)NCCc1cn(C)cn1,-6.6,·,-0.2,-2.0,0.4,0.3,-12.7,-9.3
CCOc1ccc(CNC(=O)C2CCCN(S(=O)(=O)N3CCC(C)CC3)C2)cc1OC (stereo not drawn),-9.2,5.2,2.2,12.8,-2.1,-0.3,·,2.3
CCn1c(COc2ccc3c(c2)CCCC3)nnc1SCC(=O)Nc1nccs1,0.0,·,-2.2,7.2,1.4,·,-2.5,-1.5
CCn1c(SCC(=O)Nc2cccc(C)c2)nc2nc3c(cc2c1=O)COC(C)(C)C3,-5.2,31.4,0.0,-31.2,-28.7,-0.1,-2.5,0.4
CCn1c(C)c(C)c2cc(C(=O)NCCCN3CCOCC3)ccc21,?,-6.5,-0.4,14.1,0.9,0.1,-2.7,-6.4
COc1ccc(/C=N/NC(=O)c2c(-c3ccccc3)noc2C)cc1,-22.5,24.3,-1.4,-7.1,-1.1,0.1,1.6,4.1
COc1ccc(NC(=O)Nc2ccc3c(c2)C(=O)N([C@@H](C)CO)C[C@@H](C)[C@@H](CN(C)Cc2ccc(C(F)(F)F)cc2)OCCCC[C@H](C)O3)cc1,-3.8,71.9*,-0.4,-16.7,-0.6,0.1,-0.1,-12.8
Cc1ccc(C)c(OCC(=O)Nc2c(C)n(C)n(-c3ccccc3)c2=O)c1,-4.0,7.7,5.8,13.7,-1.7,0.0,·,1.0
CCOC(=O)c1sc2nc(C)n(N)c(=O)c2c1C,3.6,-30.2,-2.4,19.1,-5.5,0.1,-1.4,?
O=C(COc1ccccc1O)NCCN1CCOCC1,?,-7.2,-2.9,11.8,1.6,0.0,30.1,-0.6
CCC(=O)N1CCC(C)(C(=O)NCc2cccc(OC)c2)C1 (stereo not drawn),-7.3,-29.6,-0.2,6.1,-6.2,0.3,·,-1.7
COCC(=O)Nc1ccc2c(c1)[C@@H]1C[C@H](CC(=O)NCCN3CCCCC3)O[C@H](CO)[C@@H]1O2,-5.5,1.7,0.0,4.4,-0.7,0.0,·,-8.9
Cc1ccc(C(CNS(=O)(=O)c2ccc(Br)cc2)N2CCN(C)CC2)cc1 (stereo not drawn),-7.3,-8.5,-4.7,-0.5,4.2,0.3,-0.7,1.0
COc1ccc(CC(NC(C)=O)C(=O)NC2CCN(C(=O)NCc3ccccc3)CC2)cc1 (stereo not drawn),2.4,·,-1.1,-1.0,-4.4,·,-3.3,2.9
C[C@@H]1CN([C@H](C)CO)S(=O)(=O)c2ccc(C3=CCCC3)cc2O[C@@H]1CN(C)C(=O)C1CC1,·,·,-2.6,-7.4,0.6,0.2,·,·
Cn1nnc(C(O)CNCc2ccc(Cl)cc2)n1 (stereo not drawn),2.2,-6.6,-0.5,0.3,-10.5,0.7,·,-4.6
Cc1nn(Cc2ccccc2Cl)c(C)c1C(=O)NCCN1C(=O)S/C(=C\c2ccccc2)C1=O,-3.1,11.1,-2.9,7.5,3.0,0.0,·,1.9
CCCC#Cc1cnc2c(c1)C(=O)N([C@@H](C)CO)C[C@H](C)[C@H](CN(C)Cc1ccncc1)O2,-7.0,-10.9,·,18.5,-6.4,0.0,9.7,-3.7
CSc1ccccc1OCc1cc(C(=O)N2CCc3[nH]cnc3C2c2ccccn2)no1 (stereo not drawn),49.7*,3.3,-1.2,-25.0,·,0.0,43.8,-2.2
O=C(NCCOc1ccccc1)c1cccc(S(=O)(=O)NCc2ccccc2)c1,?,31.7,-1.3,-27.0,6.7,0.3,-1.2,3.6
COc1ccc(NC(=O)CSC2=NCCN2)cc1,-6.7,-6.3,-0.8,-18.9,12.3,0.2,-3.9,2.1
O=C(NCc1ccccc1OC(F)(F)F)C1CCC(=O)N(C2CC2)C1 (stereo not drawn),-3.6,-2.0,0.6,24.4,2.0,0.3,-8.1,-0.8
Cc1cc(C)c(C)c(S(=O)(=O)N2CCC(C(=O)NCCCN3CCOCC3)CC2)c1C,0.7,-3.1,4.3,4.1,-0.7,-0.3,-6.6,-1.6
C[C@@H]1CCCCO[C@@H](CN(C)S(=O)(=O)c2cn(C)cn2)[C@H](C)CN([C@H](C)CO)C(=O)c2cc(NC(=O)c3ccccc3)ccc2O1,3.5,10.2,1.2,0.2,1.2,0.0,-8.0,-3.6
C[C@@H]1CN([C@@H](C)CO)C(=O)c2cc(C#C[C@@H](C)O)cnc2O[C@H]1CN(C)C(=O)CC1CC1,14.2,·,1.3,18.4,4.4,0.8,-3.7,4.1
C[C@H](CO)N1C[C@H](C)[C@@H](CN(C)S(=O)(=O)c2cccs2)Oc2c(NS(=O)(=O)c3cn(C)cn3)cccc2C1=O,3.3,-4.1&-11.2,-0.2&0.6,6.0&9.3,0.9&-10.3,-1.0&0.0,0.6,5.0
CCCC(c1nnnn1Cc1ccc(F)cc1)N1CCN(C)CC1 (stereo not drawn),-2.5,-4.1,-0.1,0.1,3.0,0.0,-6.2,-81.3
C[C@H](CO)N1C[C@H](C)[C@H](CN(C)S(=O)(=O)c2ccccc2)Oc2ncc(-c3cccc(C(F)(F)F)c3)cc2C1=O,10.9,14.9,-0.6,9.1,24.0,-0.9,-4.7,-0.8

# Brought forward from above: 2 entries, followed by the next part.
SMILES,DENV2 CPE,PAX8 inh HTS,F508del corr,GSIS activator,EWS-Fli block,Xi reactivation,ARNT TACC3 PPI,ERp5 inh
CCCC(c1nnnn1Cc1ccc(F)cc1)N1CCN(C)CC1 (stereo not drawn),-2.5,-4.1,-0.1,0.1,3.0,0.0,-6.2,-81.3
C[C@H](CO)N1C[C@H](C)[C@H](CN(C)S(=O)(=O)c2ccccc2)Oc2ncc(-c3cccc(C(F)(F)F)c3)cc2C1=O,10.9,14.9,-0.6,9.1,24.0,-0.9,-4.7,-0.8
O=C(COc1cccc(C(F)(F)F)c1)NNC(=O)Cc1ccc(S(=O)(=O)N2CCOCC2)s1,6.8,14.0,-0.2,-7.5,11.2,1.3,-0.2,-5.2
Cc1cccc(C(=O)NCC(=O)OCC(=O)N2CCc3ccccc32)c1,6.1,11.5,-3.3,6.0,8.0,0.0,1.8,0.5
Clc1ccc(CN2CCN(c3ncccn3)CC2)cc1,1.6,-13.1,1.8,-4.1,6.4,0.0,-18.0,3.5
C[C@H](CO)N1C[C@H](C)[C@H](CN(C)C(=O)CC2CC2)Oc2ncc(-c3ccc(C#N)cc3)cc2C1=O,2.8,·,-2.6,16.6,-4.4,0.4,-15.9,5.3
COc1ccc(Cl)cc1NC(=O)CN(C)CC(=O)Nc1ccccc1N1CCOCC1,·,42.1,8.8,-1.5,62.1*,1.1,-4.0,2.7
COCC(=O)N1CCC2(CC1)CN(C(=O)COC)[C@H](CO)c1c2c2ccc(OC)cc2n1C,-6.1,·,3.2,11.0,-0.3,0.2,·,·
CC(C)C[C@@H](CO)N1CCN(CC(C)C)CCC1=O,·,-6.4,-1.0,13.0,-0.2,0.1,-4.7,·
COc1ccc2c3c([nH]c2c1)[C@@H](CO)N(C(=O)C1CCCC1)CC31CN(C(=O)c2ccncc2)C1,-4.8,10.2,-2.4,-1.5,-1.4,0.3,·,-4.9
CCCCc1nc(SCC(=O)Nc2cc(C)on2)n[nH]1,1.5,·,3.2,1.4,4.0,·,3.5,-2.1
CCc1cc(C(=O)NC(C)C2CCCO2)cs1 (stereo not drawn),-9.0,-26.4,-2.0,-7.4,-8.8,0.1,-4.7,3.5

# An unsorted share of the library; overall some 4.2% were active at least once.
